Screening data (PubChem)
MIN6 prolif – MIN6 beta-cell proliferation induction; hit rate 0.29% among 330,000; proliferation, % at 10 µM; MIN6 cells proliferation, ATPlite luminescence, 48 h; cells starved in 0.2% serum; 100% = growth in 10% serum;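 active = compounds whose signal lies at least 3.5 SD above the mean of all wells on their plate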;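 also: 0% = DMSO-treated cells in low-serum medium and 100% = 10% serum control; some compounds called inactive have numbers as strong as hits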
hIAP block – human IAP inhibition | P09923 | purified IAP, CDP-Star luminescence, 30 min | inhibition, % at 10 µM | hit rate 0.12% among 330,000;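 active = inhibition reaching a set limit with compound at 10 µM in the primary screen, cut at about 35% in these data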;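 also: plate controls were DMSO wells with enzyme for no effect and no-enzyme buffer wells for full effect; values of inactives mirror those of a sister screen read the other way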
MPTP inh – permeability transition pore inhibition | isolated mouse mitochondria, Ca2+ swelling absorbance, 30 min | inhibition, % at 10 µM | hit rate 1.4% among 360,000;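 active = inhibition of 50% or more, scaled per plate between neutral and stimulator controls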;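 also: 0% = DMSO wells given calcium and 100% = 1 mM EGTA wells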
A3G deaminase – blocks human APOBEC3G single-stranded DNA deamination; Q9HC16; recombinant A3G, ssDNA deamination FAM/TAMRA fluorescence; inhibition, % at 20 µM; hit rate 0.28% among 330,000;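 active = inhibition of at least 40% at 20 µM, with no more than 30% in the related APOBEC3A deaminase screen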;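 also: plate controls were DMSO wells with A3G for no effect and wells lacking A3G enzyme for full effect; some compounds called inactive have numbers as strong as hits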
Target sequence (Q9HC16 whole entry, looked up): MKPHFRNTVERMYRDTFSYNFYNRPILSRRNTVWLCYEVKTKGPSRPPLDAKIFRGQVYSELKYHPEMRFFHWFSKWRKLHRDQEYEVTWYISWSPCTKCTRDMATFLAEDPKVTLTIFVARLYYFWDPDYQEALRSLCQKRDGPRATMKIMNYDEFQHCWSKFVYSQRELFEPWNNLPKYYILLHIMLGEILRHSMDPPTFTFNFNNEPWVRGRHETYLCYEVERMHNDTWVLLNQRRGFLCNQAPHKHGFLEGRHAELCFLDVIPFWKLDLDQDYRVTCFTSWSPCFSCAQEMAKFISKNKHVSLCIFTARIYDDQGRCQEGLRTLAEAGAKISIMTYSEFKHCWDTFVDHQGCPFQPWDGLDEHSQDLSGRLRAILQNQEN
mIAP block – mouse IAP inhibition; purified mouse IAP, CDP-Star luminescence, 30 min; inhibition, % at 10 µM; hit rate 0.2% among 330,000; AID 2806;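 active = inhibition of at least 40% at 10 µM in the primary screen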;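 also: plate controls were DMSO with enzyme for no effect and no enzyme wells for full effect; values of inactives mirror those of a sister screen read the other way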
hIAP activ – human IAP activation; purified human IAP, CDP-Star luminescence, 30 min; stronger effect = higher value; 1 = vehicle-only enzyme, 0 = enzyme-free background; activation factor at 10 µM; hit rate 0.16% among 330,000; P09923;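 active = activation factor of the enzyme at least 2-fold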; also: the source names both 10 and 20 µM as test concentration; values of inactives mirror those of a sister screen read the other way
ATG4B inh – inhibitors of human ATG4B cysteine protease; Q9Y4P1; ATG4B cleavage of LC3-PLA2, NBD-HPC fluorescence, 1 h; inhibition, % at 8.33 µM; hit rate 0.51% among 340,000; AID 504462; in the data active = inhibition above about 40%
Target sequence (Q9Y4P1 whole entry, looked up): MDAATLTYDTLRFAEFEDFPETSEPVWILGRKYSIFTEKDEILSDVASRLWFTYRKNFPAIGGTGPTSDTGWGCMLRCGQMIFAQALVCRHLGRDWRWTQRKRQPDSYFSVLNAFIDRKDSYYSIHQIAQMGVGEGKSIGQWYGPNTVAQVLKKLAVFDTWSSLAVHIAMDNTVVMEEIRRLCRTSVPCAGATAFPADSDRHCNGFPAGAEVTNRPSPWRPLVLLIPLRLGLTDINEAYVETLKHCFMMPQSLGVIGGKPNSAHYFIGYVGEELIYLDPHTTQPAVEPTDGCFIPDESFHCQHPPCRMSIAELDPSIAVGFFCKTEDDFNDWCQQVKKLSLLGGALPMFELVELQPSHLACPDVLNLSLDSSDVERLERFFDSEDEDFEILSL
mIAP act – increases mouse intestinal alkaline phosphatase activity | AID 2805 | activation factor at 10 µM | hit rate 0.24% among 330,000 | muIAP, CDP-Star luminescence, 30 min; stronger effect = higher value; 1 = vehicle-only enzyme signal, 0 = enzyme-free wells;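 active = activation factor of at least 2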; also: the source names both 10 and 20 µM as test concentration; values of inactives mirror those of a sister screen read the other way
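System: mouse IAP enzyme. Reagent: CDP-Star chemiluminescent phosphatase substrate. Benchmarks: DMSO wells, no-enzyme wells. Times: 30 min enzyme-substrate-compound incubation at room temperature. Detection: luminescence from enzymatic CDP-Star hydrolysis. Doses: test compounds delivered from DMSO solution.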
APOBEC3A inh – human APOBEC3A DNA deaminase inhibition | P31941 | hit rate 0.41% among 330,000 | inhibition, % at 20 µM | recombinant A3A, FAM/TAMRA ssDNA deamination fluorescence;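 active = at least 40% inhibition at 20 µM here, with at most 30% in a related deaminase screen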;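 also: plate controls were A3A with DMSO for no effect and wells lacking A3A enzyme for full effect; some results filed as inactive read as strong as hits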
Target sequence (P31941 whole entry, looked up): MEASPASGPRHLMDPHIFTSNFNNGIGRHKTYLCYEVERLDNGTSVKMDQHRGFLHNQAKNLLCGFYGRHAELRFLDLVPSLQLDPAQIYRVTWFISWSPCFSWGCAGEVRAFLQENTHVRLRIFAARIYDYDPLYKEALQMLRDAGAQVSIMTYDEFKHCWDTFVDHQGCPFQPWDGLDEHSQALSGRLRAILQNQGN
Numbers without * were called inactive.

SMILES	MIN6 prolif	hIAP block	MPTP inh	A3G deaminase	mIAP block	hIAP activ	ATG4B inh	mIAP act	APOBEC3A inh
CCOC(=O)c1sc2nc(C)nc(Nc3ccc(OC)c(OC)c3)c2c1C	-2	3	-0.2	1	-2	0.97	-16	1	2
CC(C)CC(=O)Nc1nnn(C)n1	0	-19	0.6	-7	-5	1.2	-3	1	-4
COc1cc(OC)c(NS(=O)(=O)c2cc3[nH]c(=O)c(=O)[nH]c3cc2C)cc1Cl	1	-19	-2.2	-2	1	1.2	-1	0.99	-4
COc1ccccc1N/C(N)=N/c1nc(CSc2ccc(C)cc2)cc(=O)[nH]1	-2	-16	17	2	-44	1.2	-1	1.4	5
CCOC(=O)C1CCC(CN(Cc2ccccc2C)S(=O)(=O)c2ccc([N+](=O)[O-])cc2)CC1 (stereo not drawn)	0	17	1.1	-4	9	0.83	8	0.91	-1
O=c1[nH]c(=S)[nH]c2sc3c(c12)CCCCCC3	0	10	-0.1	-1	7	0.9	9	0.93	1
COc1cccc(S(=O)(=O)NCc2ccc(C(=O)N3CCN(C)CC3)cc2)c1	3	-36	1.3	-3	6	1.4	3	0.94	2
COc1cccc(-c2ccc3ncnc(NCc4cc(C)cs4)c3c2)c1	-5	-6	4.0	-3	-14	1.1	14	1.1	4
CCC(NC(=O)c1cccc(Cn2nc(C)c([N+](=O)[O-])c2C)c1)c1ccc(C(C)C)cc1 (stereo not drawn)	0	4	-0.3	1	10	0.96	33	0.9	5
O=C(OCC#CCSc1nnc(-c2cccc3ccccc23)o1)c1cc2ccccc2o1	-3	15	0.1	-5	11	0.85	-10	0.89	4
CCOc1ccc(N(CC)S(=O)(=O)c2ccc3c(c2)oc(=O)n3C)cc1	-3	-5	1.8	-7	-5	1.1	-3	1	-5
CCN(CC)C(=O)CSc1nc2c(c(-c3cccnc3)c1C#N)CCCC2	2	26	-0.5	-7	6	0.73	-3	0.94	-5
Cc1cc(C)cc(N2C(=O)C3NN=C(C(=O)OCc4ccccc4)C3C2=O)c1 (stereo not drawn)	-1	2	-18	-13	11	0.98	-8	0.89	-4
CNC1(c2nnnn2-c2c(C)cccc2C)CCOC(C)(C)C1 (stereo not drawn)	-2	3	-0.7	-5	7	0.97	-10	0.93	1
CCOc1ccc2[nH]c(=O)c(CN(CCN3CCOCC3)Cc3nnnn3C(C)(C)CC)cc2c1	-4	-27	0.5	7	-7	1.3	-5	1.1	2

Grouped by structure, the compounds so far containing an NH in an aromatic ring (4)
SMILES	MIN6 prolif	hIAP block	MPTP inh	A3G deaminase	mIAP block	hIAP activ	ATG4B inh	mIAP act	APOBEC3A inh
COc1cc(OC)c(NS(=O)(=O)c2cc3[nH]c(=O)c(=O)[nH]c3cc2C)cc1Cl	1	-19	-2.2	-2	1	1.2	-1	0.99	-4
COc1ccccc1N/C(N)=N/c1nc(CSc2ccc(C)cc2)cc(=O)[nH]1	-2	-16	17	2	-44	1.2	-1	1.4	5
O=c1[nH]c(=S)[nH]c2sc3c(c12)CCCCCC3	0	10	-0.1	-1	7	0.9	9	0.93	1
CCOc1ccc2[nH]c(=O)c(CN(CCN3CCOCC3)Cc3nnnn3C(C)(C)CC)cc2c1	-4	-27	0.5	7	-7	1.3	-5	1.1	2

Following part:
SMILES	MIN6 prolif	hIAP block	MPTP inh	A3G deaminase	mIAP block	hIAP activ	ATG4B inh	mIAP act	APOBEC3A inh
COc1cccc(/C(C)=N/N=C(\C)c2cccc(OC)c2)c1	0	14	0.2	-3	0	0.85	0	1	1
Cc1cccc(OCC(=O)NNC(=O)Nc2cccc(Cl)c2)c1C	-2	-48	0.6	-2	-10	1.5	0	1.1	0
Cc1oc2cc3oc(=O)c(CCC(=O)NCCCn4ccnc4)c(C)c3cc2c1C	-5	-37	4.7	6	15	1.4	-24	0.85	2
CC(=O)c1cccc(N(C(=O)c2ccco2)C(C(=O)NC2CCCC2)c2ccccc2F)c1 (stereo not drawn)	0	12	-0.7	-3	5	0.88	-2	0.95	3
O=C(NC1CCCc2ccccc21)C1CCN(S(=O)(=O)c2cccc3nonc23)CC1 (stereo not drawn)	1	-1	-0.7	-6	5	1	9	0.95	-3
CCOC(=O)CN1C(=O)N[C@@H](c2cccc(C(F)(F)F)c2)[C@H](C(C)=O)[C@H]1C	-1	5	2.0	22	-9	0.95	-5	1.1	2
CC(C)(C)c1cc(C(=O)NCCCn2ccnc2)cc(C(C)(C)C)c1	-6	-37	-1.0	-5	-19	1.4	-4	1.2	2
Cc1cc(F)ccc1S(=O)(=O)Nc1ccccc1C(=O)Nc1ccccc1-c1nc2ccccc2[nH]1	-5	-15	72*	-8	21	1.2	-5	0.79	0
N#CC1CC(c2ccccc2)Nc2cc(Cl)ccc2N1 (stereo not drawn)	-6	14	0.1	-2	1	0.86	-4	0.99	0
CCOC(=O)N1CCN(C(=O)CN(C)S(=O)(=O)c2ccc(OC)c(OC)c2)CC1	0	7	-2.6	-9	7	0.93	0	0.93	-6
COCC(C)n1c(SCc2nc(N)nc(Nc3ccccc3C)n2)nc2ccccc2c1=O (stereo not drawn)	-2	-6	-2.0	1	-5	1.1	0	1	5
Nc1ccc(C(=O)Nc2ccc3nc(-c4ccncc4)[nH]c3c2)cc1	-1	11	-1.2	-10	4	0.89	-6	0.96	-2
CCN(CC)S(=O)(=O)c1ccc(N2CCCC2)c(NC(=O)Cc2c(F)cccc2Cl)c1	-3	-2	0.6	-3	-10	1	6	1.1	2
Cc1nc2oc3c(NCc4ccccn4)ncnc3c2c2c1COC(C)(C)C2	5	6	0.8	2	-3	0.94	-5	1	0
CCCOc1ccc(C(CC(=O)O)NC(=O)c2cccs2)cc1 (stereo not drawn)	-2	3	-0.4	-4	-1	0.97	-11	1	1

Of the compounds above, 4 contain an aryl thioether with sulfur outside any ring.
SMILES	MIN6 prolif	hIAP block	MPTP inh	A3G deaminase	mIAP block	hIAP activ	ATG4B inh	mIAP act	APOBEC3A inh
COc1ccccc1N/C(N)=N/c1nc(CSc2ccc(C)cc2)cc(=O)[nH]1	-2	-16	17	2	-44	1.2	-1	1.4	5
O=C(OCC#CCSc1nnc(-c2cccc3ccccc23)o1)c1cc2ccccc2o1	-3	15	0.1	-5	11	0.85	-10	0.89	4
CCN(CC)C(=O)CSc1nc2c(c(-c3cccnc3)c1C#N)CCCC2	2	26	-0.5	-7	6	0.73	-3	0.94	-5
COCC(C)n1c(SCc2nc(N)nc(Nc3ccccc3C)n2)nc2ccccc2c1=O (stereo not drawn)	-2	-6	-2.0	1	-5	1.1	0	1	5

The results go on:
SMILES	MIN6 prolif	hIAP block	MPTP inh	A3G deaminase	mIAP block	hIAP activ	ATG4B inh	mIAP act	APOBEC3A inh
Cc1ccc(OCc2nc3ccccc3[nH]2)cc1	-5	4	1.1	-3	8	0.96	-1	0.92	-2
Cc1cc(=O)oc2cc(NC(=O)Cc3ccccc3)ccc12	0	-6	-1.4	7	0	1.1	-1	1	7
CSc1ccc2[nH]c(=O)cc(C)c2c1	1	6	0.5	11	2	0.94	-2	0.98	-3
COc1cc(CNC2CCCCCC2)cc(OC)c1O	0	18	-0.7	-2	3	0.81	-7	0.97	-4
O=C(Cc1n[nH]c(=O)c2ccccc12)N/N=C/c1cc2c(cc1Cl)OCO2	0	1	4.3	3	-2	0.99	3	1	9
CC1CCCN(S(=O)(=O)c2ccc3[nH]c4c(c3c2)CCCC4)C1 (stereo not drawn)	-1	-4	1.7	-4	-26	1	14	1.3	-4
O=C(COc1ccc2ccccc2c1Br)N1CCCCC1	-1	36*	1.1	1	5	0.64	-8	0.95	0
Cc1ccc(S(=O)(=O)N2CCOCC2)c2nsnc12	-4	8	-0.7	-4	-7	0.92	-6	1.1	2
Fc1ccc(-n2nnc(-c3ccccc3)n2)cc1	-2	5	0.5	1	0	0.95	3	1	4
CC[C@@]1(C(=O)OC)N[C@H](CN(C)S(=O)(=O)c2ccc(OC)cc2)[C@@H]2C(=O)N(C)C(=O)[C@@H]21	-2	-32	-1.2	-7	-18	1.3	-5	1.2	-4
CCOC(=O)N1CCN(CC(O)COCc2ccccc2)CC1 (stereo not drawn)	1	-6	0.1	-5	4	1.1	-8	0.96	-3
COc1ccc(N(CC(=O)NC(C)c2ccccc2)S(=O)(=O)c2c(C)noc2C)cc1 (stereo not drawn)	-2	28	1.4	13	-18	0.72	0	1.2	2
Cc1cnc(C(=O)Nc2ccccc2F)cn1	4	-6	-2.5	-7	2	1.1	-14	0.97	-16
CCn1nnnc1NC(=O)c1cc(Cl)c(OC)c(Cl)c1	1	7	7.1	-3	-3	0.93	-26	1	-2
CCN(CC)C(=O)CN(c1ccc(F)c(Cl)c1)S(C)(=O)=O	-2	-7	-1.5	-8	6	1.1	4	0.94	-4
CCOc1cc(C2C3=C(CC(C)(C)CC3=O)N(CCCOC)C3=C2C(=O)CC(C)(C)C3)ccc1OC	-1	-4	0.5	5	-10	1	6	1.1	1
COC(=O)c1cc(Br)c(=O)n(CCN2CCCCC2)c1	-1	-14	-0.6	-10	4	1.1	-12	0.96	-2
CCNC(=O)NC(=O)C(C)Oc1ccc(Br)cc1Br (stereo not drawn)	0	0	-1.3	-5	-3	1	-13	1	0
C=CCOc1c(Cl)cc(CNc2ccc(N(C)C)cc2)cc1OC	-6	11	-3.3	0	11	0.89	10	0.89	-2
COc1ccc(Cl)cc1NS(=O)(=O)c1cccc(C(=O)NC2CCC(O)CC2)c1 (stereo not drawn)	7	4	-1.9	-9	7	0.96	-6	0.93	0
O=c1[nH]c(=O)c2cc([N+](=O)[O-])cc([N+](=O)[O-])c2[nH]1	-3	-1	0.1	-7	6	1	-2	0.94	-1
COc1ccc(NC(=O)NCc2ccco2)c(OC)c1	-3	10	-1.2	-1	3	0.9	9	0.97	-1
COc1ccc(-c2cnn3c(N)c(S(=O)(=O)C(C)(C)C)cnc23)cc1	2	-11	11	0	5	1.1	-12	0.95	0
COC(=O)C(NC(=O)C(NC(=O)c1ccccc1)C(C)C)C(C)C (stereo not drawn)	-4	4	0.8	-1	-7	0.96	4	1.1	2
NC(=O)CC(NC(=O)c1ccc(Br)cc1)c1ccc(N2CCCCCC2)c([N+](=O)[O-])c1 (stereo not drawn)	-9	-20	0.7	-11	4	1.2	-17	0.96	1
Cc1[nH]c(=O)nc2c1CCC2	2	11	2.7	1	6	0.89	-10	0.94	1
CSc1ccccc1NC(=S)NCc1ccc(Cl)cc1	-3	40*	1.2	-9	-14	0.6	15	1.1	6
O=c1c2cc(N3CCOCC3)ccc2[nH]c(=S)n1CCc1ccccc1	-2	-11	-9.3	-16	-4	1.1	2	1	-3
CC1CC(=O)Nc2ccccc2N1C(=O)CSc1nnnn1C(C)C (stereo not drawn)	-2	10	-0.2	-9	0	0.9	3	1	-5
CS(=O)(=O)N1CCN(C(=O)COc2ccc3ccccc3c2)CC1	-1	7	0.9	-5	10	0.93	-2	0.9	0
COc1ccccc1C(=O)Nc1nsc(-c2ccccc2)n1	-1	6	0.6	-4	0	0.94	-12	1	2
